Dynein cargo inh: dynein cargo transport inhibition | 220,000 compounds, 0.47% hits | z-score, hits read low | AID 1381 | 3617.4 mouse cells, GR-EGFP nuclear translocation imaging; test concentration mostly 20 µM; stimulated with dexamethasone, 1 µM; hits give low values;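 active means plate z-score of nuclear minus cytoplasmic receptor signal below a set negative limit, without overly bright fluorescence or cell loss, cut at about -3.5 in these data, passing the limit was not always enough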;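 further: z-score of nuclear minus cytoplasmic ring GR-EGFP intensity difference per well; some compounds called inactive have numbers as strong as hits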
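Also added: dexamethasone, 1.0 µM final. Medium: tet-free, stripped-serum medium. Detection: fixed, Hoechst-stained cells imaged at 10x for EGFP. Read-out: nuclear-to-cytoplasmic GR-EGFP distribution per well. Times: induction 48 h, compound 1 h, agonist 30 min.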
HEK293 NOD2/NF-kB: inhibition of NOD2-driven NF-kB reporter – cell-based, luminescence, uHTS, HEK293 (AID 1566); HEK293 NOD2/NF-kB luciferase reporter, luminescence; higher % means a stronger effect; inhibition, % at 4 µM, or EC50 in µM where a hit was titrated; 290,000 compounds, 0.63% hits; in the data active means inhibition above about 50%; further: many of its hits are not listed in these tables
Autophagy mod: modulators of autophagy | MEF GFP-LC3 puncta imaging; test concentration mostly 10 µM | calls only at 10 µM (by protocol) | 190,000 compounds, 0.98% hits;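 active means percentage of spot-positive cells more than 3 SD above its plate mean, without a fluorescence outlier flag or 80% toxicity; inconclusive means no clear call, values can overlap the other calls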;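 further: spot-positive cell cutoff set from DMSO-treated cells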
bCat nuc transl: beta-catenin nuclear translocation modulation; 190,000 compounds, 0.3% hits; nuclear translocation activity, % at 5 µM; HeLa beta-catenin nuclear translocation, immunofluorescence imaging; AID 1665;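 active means nuclear translocation activity above 50% at 5 µM, with a well cell count of 50 or more; inconclusive means wells under 50 cells across six images, flagged as toxic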;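 further: per-cell ratio of nuclear to cytoplasmic median beta-catenin stain intensity; plate controls were DMSO negative control for no effect and GSK-3 inhibitor IX positive control for full effect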
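Test system: human HeLa cells, endogenous beta-catenin. Times: 24 h compound exposure, 37°C. Measured by: beta-catenin immunofluorescence imaging with DAPI.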
Insulin prom up: MIN6 insulin promoter up-regulation. 190,000 compounds, 0.3% hits. MIN6 insulin promoter-GFP reporter, high-content imaging; hits give high values. z-score at 5 µM;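 active means z-score above 3 at 5 µM with at least 500 cells counted in the well; inconclusive means wells under 500 cells, flagged as cytotoxic or low count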
WT yeast gro inh: growth inhibition of WT yeast, mitochondrial fusion screen | inhibition, % at 10 µM | mitochondrial fusion phenotypic screen, WT strain | 190,000 compounds, 2.1% hits; in the data active means inhibition above about 58%; tested in S. cerevisiae
Yfh1-off respiration: enhancers of respiration in Yfh1-depleted yeast, dose response, Friedreich's ataxia, plus single-dose screen (AID 1465) | one-dose fold induction at 50 µM; EC50 in µM for titrated hits | 220,000 compounds, 0.074% hits | S. cerevisiae Yfh1-off respiration, WST-1 reduction, 72 h; higher fold induction means a stronger effect;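 active means fold induction of absorbance versus untreated yeast above a set limit, then at least 30% activation at any dose in follow-up; inconclusive means repeats straddling the limit, or above it without dose testing; inactive means fold induction below the set limit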;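 further: activators that raise dye reduction in frataxin-depleted yeast; strong numbers were not always called active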
MT stabilize HCS: microtubule stabilization, imaging screen; HeLa tubulin immunostaining HCS, 24 h; share of cells brighter than vehicle mean+2SD; % tubulin-high responders, % at 10 µM; 200,000 compounds, 0.83% hits;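 active means plate Z-score above 3 for both tubulin-high and condensed-nucleus cell shares, with cell loss under 80%, at 10 µM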;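 further: anti alpha tubulin signal scored within the nucleus-defined area of each cell; some results filed as inactive read as strong as hits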
Lipid droplet: hepatic lipid droplet formation modulation. 240,000 compounds, 0.4% hits. inhibition, % at 6.5 µM. AID 1656. AML12 mouse hepatocytes, oleate lipid droplets, BODIPY imaging;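 active means lipid droplet intensity inhibited by at least 50%, with more than 500 cells counted; inconclusive means wells with under 300 cells, treated as cytotoxic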
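Material: mouse AML12 hepatocyte cell line, fixed after treatment; Timing: compound with oleate, overnight; Technique: high-content imaging of BODIPY-stained droplets and DAPI nuclei; Probe or stimulus: oleate, 100 µM final; Dosing: compound at 6.5 µM only.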
WT yeast gro inh mutant strain: recorded beside WT yeast gro inh, whose call it bears; inhibition, %; mitochondrial fusion phenotypic screen, mutant strain inhibition
Dynein cargo inh cytoplasmic EGFP: also measured in Dynein cargo inh; calls as there; z-score; measured here: cytoplasmic GR-EGFP intensity; hits give high values
Dynein cargo inh nuclear GR-EGFP: second read-out of Dynein cargo inh, no call of its own (marks repeat the call); z-score; measured here: nuclear GR-EGFP intensity;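 lower value marks the stronger effect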
Dynein cargo inh cell count: further read-out of Dynein cargo inh, marked with its call; z-score; measured here: cell count per field
Insulin prom up cell count: recorded beside Insulin prom up, whose call it bears; cell count; measured here: cytotoxicity, nuclei count;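 total cells summed across four imaged fields per well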
Lipid droplet cells 6.5 µM: also measured in Lipid droplet; calls as there; cell count; measured here: cell count, cytotoxicity flag;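 cells counted across two imaged fields per well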
bCat nuc transl cell count 5 µM: recorded beside bCat nuc transl, whose call it bears; cell count; measured here: cell count, cytotoxicity flag
MT stabilize HCS Hoechst-high %: further read-out of MT stabilize HCS, marked with its call; % Hoechst-high responders; measured here: nuclear condensation Hoechst responders;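 share of cells brighter than vehicle mean plus two SD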
MT stabilize HCS cytotoxicity %: further read-out of MT stabilize HCS, marked with its call; toxicity, %; measured here: cytotoxicity by cell density;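 0% = mean cell density of plate MIN control wells and 100% = no cells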
Autophagy mod cell loss 18 h: further read-out of Autophagy mod, marked with its call; toxicity, %; measured here: cell loss, nuclei count;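 cell loss after 18 h compound exposure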
Numbers without * were called inactive; i = inactive; ? = inconclusive; / = no result given; + = active, no number. This is a subset. The share of hits here may be higher or lower than overall.

SMILES	Dynein cargo inh	Dynein cargo inh cytoplasmic EGFP	Dynein cargo inh nuclear GR-EGFP	Dynein cargo inh cell count	HEK293 NOD2/NF-kB	Autophagy mod	Autophagy mod cell loss 18 h	bCat nuc transl	bCat nuc transl cell count 5 µM	Insulin prom up	Insulin prom up cell count	WT yeast gro inh	WT yeast gro inh mutant strain	Yfh1-off respiration	MT stabilize HCS	MT stabilize HCS Hoechst-high %	MT stabilize HCS cytotoxicity %	Lipid droplet	Lipid droplet cells 6.5 µM
COc1ccc(C(=O)NCC(=O)OCC(=O)Nc2sccc2C#N)cc1OC	-0.79	0.29	0.16	0.15	0%	i	3	-4.0	1028	0.45	1275	-7	7	i	4.8	2.6	6.0	1	689
Cc1ccccc1NC1=NC(=S)N(c2ccccc2)C12CCOC(C)(C)C2 (stereo not drawn)	0.019	-0.23	-0.65	0.43	7%	i	-1	-0.6	1421	1.8	1542	-20	13	i	2.8	1.8	2.5	/	/
O=S(Cc1ccc(Cl)cc1)CC(O)(c1ccccc1)c1ccccc1 (stereo not drawn)	0.75	-0.17	1	-0.51	-1%	i	28	-0.7	1392	-0.54	1583	-8	-5	i	33*	48*	42*	/	/
O=C(CSc1ncccn1)NCc1ccc(Cl)cc1	3.9	1.9	2.2	-1.8	-5%	i	21	1.2	1525	0.2	1334	1	-5	i	3.1	0.6	1.3	10	697
CCOc1cccc(C(=O)NC(=S)Nc2ccccc2)c1	-0.49	-0.22	-0.066	0.16	17%	i	-5	-3.6	555	0.87	1357	21	4	i	1.8	2.2	7.7	-2	651
O=C(O)c1ccc(Nc2nc(-c3ccccc3)cs2)cc1	-0.99	-0.25	-0.68	0.7	-103%	i	-2	-0.9	1077	-1.3	1164	-14	-8	i	2.4	2.2	6.5	12	777
COc1ccc(-c2cc(C(F)(F)F)n3ncc(C(=O)N(C)Cc4ccccc4)c3n2)cc1	0.56	-0.26	0.47	-0.54	1%	i	-1	-0.8	1079	-0.28	1316	28	8	i	2.0	1.1	7.5	3	671
O=C(CCN1C(=O)C2C3C=CC(C3)C2C1=O)NCCc1ccccc1 (stereo not drawn)	0.76	-0.13	0.47	-1.9	-11%	i	17	0.8	1055	-0.11	1918	9	14	i	6.4	2.8	10	36	696
Cc1onc(-c2ccccc2)c1CNC(=O)Nc1ccccc1	-0.035	-0.22	-0.061	-0.16	12%	/	/	0.1	1019	0.12	1456	/	/	i	/	/	/	-4	748
Cc1ccc(SCc2nn(C)c(Cl)c2C=O)cc1	0.73	-0.14	0.24	-0.81	-29%	i	18	-2.1	1091	0.26	1237	3	-10	i	3.0	2.7	12	-13	696
Cc1ccc2cc(C(c3nnnn3CC3CCCO3)N3CCc4ccccc4C3)c(=O)[nH]c2c1 (stereo not drawn)	-0.61	-0.24	-0.048	-0.47	12%	i	-5	/	/	-0.99	1181	-2	-4	i	1.5	0.6	31	-44	590
NC(=O)c1cc(-c2ccccc2)nc2ccc(Br)cc12	1.5	-0.091	1.1	-2.5	12%	/	/	-0.2	1347	-0.38	976	/	/	i	/	/	/	4	627
CCOC(=O)N1CCC(NC(=O)c2cc(S(=O)(=O)N3CCC4(CC3)OCCO4)ccc2F)CC1	-0.25	-0.12	-0.11	1.2	-11%	i	2	4.2	1394	-2.4	617	-10	-1	i	2.1	3.9	10	/	/
O=C(NCc1cccs1)Nc1cc(Cl)ccc1Cl	1.5	-0.29	0.48	-0.51	-41%	i	22	-1.1	1040	0.1	1587	5	4	i	4.7	1.5	1.2	12	757
O=C(c1ccco1)n1nc(-c2ccco2)nc1SCc1ccccc1	-1.2	-0.14	-0.37	0.61	-1%	i	-1	/	/	-0.34	888	18	10	i	1.6	1.5	5.5	18	791
COc1ccc(N(CC(=O)N2CCN(c3ccccc3F)CC2)S(=O)(=O)c2c(C)n[nH]c2C)cc1	0.052	-0.24	-0.3	0.34	8%	i	9	0.9	1096	-0.3	1228	-5	-23	i	2.7	3.3	9.3	-5	707
COc1cc(SC)ccc1C(=O)Nc1ccc(Br)cn1	0.15	0.12	0.082	0.68	-24%	/	/	-2.2	1187	-1.8	1369	/	/	i	/	/	/	-6	721
O=C(COC(=O)c1cnccn1)c1ccc(Cl)cc1	-0.15	-0.24	-0.42	1.3	4%	i	-12	0.7	1114	-1.1	1344	-7	3	i	2.1	1.6	11	9	695
CCCn1nc2cc(C(=O)N(CC)c3ccc(OC)cc3)ccc2c1OCC	0.53	0.23	0.94	-0.036	24%	i	3	-2.4	1428	-0.23	1619	10	2	i	3.7	1.7	5.8	/	/
COc1ccc(-n2c(SCc3nnc(-c4ccccc4)o3)nnc2-c2ccccc2)cc1	-0.54	-0.0055	-0.34	0.53	11%	i	1	0.5	1373	-0.25	1550	8	17	i	0.9	1.5	9.1	/	/
COc1ccc2c(c1)CCc1c(C(=O)Nc3cc(C)n(Cc4ccc(Cl)cc4)n3)noc1-2	-1.2	-0.22	-0.3	0.72	8%	i	-2	-0.9	1109	0.08	1290	-3	-4	i	3.0	2.0	8.0	-6	717
COc1ccc(C(=O)CC(=O)C(=O)NCCc2cccc(C)c2)cc1	-0.46	-0.33	-0.48	0.35	1%	i	-6	2.8	953	0.13	1170	14	1	i	3.3	2.5	5.7	3	600
Cc1ccc(Oc2ccc3c(c2)C(=O)N(c2cccc4cccnc24)C3=O)cc1	-0.65	-0.23	-0.41	0.82	27%	i	1	-2.3	1338	0.08	1537	-3	10	i	1.4	1.6	6.0	/	/
CCOC(=O)CCCc1c[nH]c2ccccc12	1.5	-0.24	-0.49	0.027	12%	i	6	/	/	/	/	1	10	i	3.2	1.6	2.3	/	/
Cc1ccc(-c2cc(C(=O)N/N=C/c3c(C)nn(C)c3C)c3ccccc3n2)cc1C	1.2	-0.02	1	-0.58	-41%	i	-12	/	/	-0.27	953	11	11	?	1.5	1.3	5.8	/	/
Later entries:
SMILES	Dynein cargo inh	Dynein cargo inh cytoplasmic EGFP	Dynein cargo inh nuclear GR-EGFP	Dynein cargo inh cell count	HEK293 NOD2/NF-kB	Autophagy mod	Autophagy mod cell loss 18 h	bCat nuc transl	bCat nuc transl cell count 5 µM	Insulin prom up	Insulin prom up cell count	WT yeast gro inh	WT yeast gro inh mutant strain	Yfh1-off respiration	MT stabilize HCS	MT stabilize HCS Hoechst-high %	MT stabilize HCS cytotoxicity %	Lipid droplet	Lipid droplet cells 6.5 µM
c1ccc(Cn2nnnc2C(c2ccccn2)N2CCN(c3ccccc3)CC2)cc1 (stereo not drawn)	0.05	-0.25	-0.78	1.3	10%	i	4	1.8	1386	-0.52	1341	7	-16	i	2.7	1.7	7.9	/	/
COc1cc2cc(C(=O)N3CCN(Cc4ccc5c(c4)OCO5)CC3)c(=O)oc2cc1OC	0.41	-0.25	0.65	0.59	-24%	/	/	-0.6	1375	-0.11	1013	/	/	i	/	/	/	21	675
O=C(CSc1nnnn1-c1cccc2c1CCCC2)NC1CCCC1	0.034	-0.23	-0.85	-0.22	10%	i	0	-2.6	1361	-0.38	1614	17	-11	i	1.8	2.6	7.1	/	/
CCOC(=O)C1(S(=O)(=O)c2ccccc2)CCN(Cc2ccccc2)CC1	-0.25	-0.19	0.56	0.35	0%	i	-24	0.8	1424	-0.17	1289	-3	-8	i	3.0	1.3	7.1	/	/
O=C(OCC(=O)N1CCOCC1)c1c(Cl)ccc(Cl)c1Cl	0.5	0.6	0.62	0.39	0%	i	11	0.5	1050	-0.65	1138	-2	4	i	5.3	2.7	2.2	14	693
Cc1cc(C)nc(SCc2ccc(C(=O)N/N=C/C3CCCCC3)cc2)n1	0.076	-0.27	0.038	0.73	4%	+	-3.1*	2.7	495	-0.25	1285	-6	24	i	2.2	2.4	6.9	5	756
Cc1sc(Cc2nc(O)cs2)nc1-c1ccccc1	0.17	-0.29	0.092	-0.02	-32%	i	7	0.7	1039	-0.11	1228	2	2	i	1.9	1.4	0.5	-15	689
CN1CCN(CCC(=O)Nc2ccccc2Cl)CC1	-0.12	-0.23	0.56	-0.95	5%	i	-3	-2.0	1295	0.2	1281	12	2	i	3.3	3.1	4.3	-7	726
Cc1cc(C)c(C)c(C(=O)COC(=O)CNC(=O)CN2C(=O)c3ccccc3C2=O)c1C	0.37	-0.27	0.013	-0.41	0%	i	6	2.5	1093	0.62	1569	17	11	i	3.6	1.5	0.7	22	666
CCN(CC)C(=O)CSc1nnc([C@@H](N)C(C)C)o1	-0.37	-0.24	0.16	0.51	14%	/	/	0.0	1370	/	/	/	/	i	/	/	/	12	756
O=C(NNC(=O)C1CCCCC1)c1ccco1	-0.35	-0.32	-0.11	0.15	10%	i	-19	0.9	1055	-0.54	1187	-1	7	i	4.0	2.2	6.4	7	704
COc1ccc(C(=O)NNC(=O)Cc2ccc(Cl)cc2)cc1	-0.21	-0.23	0.26	0.59	-4%	i	-14	0.5	965	-0.74	1502	1	1	i	1.1	0.7	3.6	8	706
C#CCOCCOCCOCCNc1nc(N2CCOCC2)nc(N2CCN(C(=O)[C@H](Cc3cc4ccccc4[nH]3)n3cc([C@@H](N)CC(C)C)nn3)CC2)n1	-0.93	-0.24	-0.31	-0.27	-16%	i	-2	1.1	1028	1.5	1378	4	13	i	2.3	1.1	4.0	-2	741

Bioassay records (PubChem)
